Giardia killer = Giardia lamblia killing. activity change, % at 7.66 µM, hits read low. AID 540267. 340,000 compounds, 0.15% hits. Giardia lamblia trophozoite viability; in the data active means activity change below about -80%; inconclusive means between about -30% and that limit;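 further: parasites exposed to compound for two days anaerobically before the ATP read; on the % scale 0 is the no-effect control and ±100 the full control effect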
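Anaerobic 48 hrs incubation at 37 deg C of 100 trophozoites/well with test compounds; ATPLite 1-Step luminescence, 15-30 min RT, reports cellular ATP as viability.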
MLL CXXC-DNA inh = blocks binding of human MLL CXXC domain to DNA; Potency, µM (series often up to 115 µM), without a hit: at the highest dose activity change, negative = inhibition, usual class: inhibitors; AID 2662; 290,000 compounds, 0.037% hits; MLL-CXXC / FITC-HOXA9 DNA fluorescence polarization; active means well fitted inhibition curve with a large enough effect in the polarisation, with a control signal flat, not every such curve was filed as active; inconclusive means small, poorly fitted or top-dose-only effect, or effect the other way, or a change in a side signal; inactive means no such curve, though single readings can be large or run the other way; the % refers to the polarisation; further: potency means the concentration at half of the fitted maximal effect
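Fluorescence polarization: 7 uM MLL-CXXC (stock) preincubated 5 min with compounds, then 50 nM fluorescein-HOX-A9 DNA (stock) added; 30 min ambient. Buffer 50 mM Tris-HCl pH 7.5, 50 mM NaCl, 1 mM DTT, 0.05% BSA.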
GALK inh = blocks human galactokinase activity. 270,000 compounds, 0.007% hits. P51570. Purified GALK, Kinase-Glo residual ATP luminescence. Potency, µM (top dose mostly 57.5 µM), without a hit: top-dose activity change, negative = inhibition, hits mostly inhibitors; further: potency means the concentration at half of the fitted maximal effect; on the % scale 0 is the no-effect control and ±100 the full control effect
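GALK at 5 nM final was combined with compound, 35 uM ATP and 100 uM galactose in HEPES pH8.0 with MgCl2 and DTT. The reaction ran one hour at room temperature before luminescent ATP detection.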
BCR signal inh = chronic active BCR signaling inhibition. AID 493014. 340,000 compounds, 0.05% hits. Potency, µM (doses to about 46.1 µM), for inactives: at the highest dose ratio change, negative = lower green/red ratio, hits mostly inhibitors. ABC-DLBCL IkBa-CBG/CBR reporter, luminescence ratio, 4 h; active means well fitted inhibition curve with a large enough effect in the signal ratio, with a control signal flat, not every such curve was filed as active; inconclusive means small, poorly fitted or top-dose-only effect, or effect the other way, or a change in a side signal; the % refers to the signal ratio;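 further: potency means the concentration at half of the fitted maximal effect; plate controls were basal doxycycline-induced cells for no effect and cells given 10 µM MG132 for full effect; MG132 reads +100%, hits lower the ratio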
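Doxycycline induced both beetle luciferases in TMD8 lymphoma cells; IKK-driven degradation limits the IkappaBalpha-fused green signal, while red luminescence normalises for cell number and nonspecific effects. Compounds tested up to 46 uM, 4 hrs.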
KCNH2 WT inh = inhibitors of human wildtype KCNH2 potassium channel; activity change, % at 1.84 µM; Q12809; U2OS, BacMam KCNH2, thallium flux FluxOr; active compounds read low; 340,000 compounds, 0.37% hits;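 active means maximum activity change below -70%; inconclusive means maximum activity change between -70% and -50%; inactive means maximum activity change above -50%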; further: on the % scale 0 is the no-effect control and ±100 the full control effect
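U2OS cells were transduced with wild-type KCNH2 virus (2.03 x 10^8 / mL) for 4 h at room temperature, then cultured overnight at 37 C. Thallium flux was read with FluxOr dye. Rate constants were normalized to DMSO controls.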
Coupling enz = inhibits coupling enzyme system, counter-screen for aldolase hits; activity change, negative = inhibition, % at 58.2 µM, hits read low; 290,000 compounds, 0.67% hits; coupling enzyme system counterscreen, AmpLite Red fluorescence; in the data active means activity change below about -30%; further: on the % scale 0 is the no-effect control and ±100 the full control effect
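First, compound is pin-transferred into glyceraldehyde-3-phosphate coupling-enzyme reagent at 57.5 uM final and held 10 min at RT. Next, substrate, coupling system and AmpLite Red are added. After 20 min RT, fluorescence (525/598 nm) is read.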
Tb PFK block = blocks T. brucei phosphofructokinase | T. brucei PFK, ADP-Glo luminescence | AID 485367 | O15648 | 330,000 compounds, 0.17% hits | Potency, µM (series often up to 57.5 µM), for inactives: at the highest dose activity, negative = inhibition, hits mostly inhibitors;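 further: potency means the concentration at half of the fitted maximal effect; 0% = uninhibited 1x PFK enzyme wells and -100% = no-enzyme wells; nearly all actives have a fitted effect of over 60% in size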
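Luminescent ADP detection (ADP-Glo, two-step: ATP depletion then ADP-to-ATP conversion for luciferase) reported PFK activity after 45 min room-temperature reaction of 1.25 nM enzyme with 0.5 mM F6P and 0.1 mM ATP at pH 8.0.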
TSHR antag = antagonists of human thyroid stimulating hormone receptor. activity change, negative = inhibition, % at 11.5 µM. P16473. TSHR-expressing cells, TSH-stimulated cAMP HTRF, 2 h; active compounds read low. 330,000 compounds, 0.2% hits;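 active means activity change below a set negative limit, meaning inhibition stronger than a set level, cut at about -70% in these data; inconclusive means activity change between two set negative limits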; further: on the % scale 0 is the no-effect control and ±100 the full control effect
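Competitive HTRF cAMP read-out (cryptate anti-cAMP antibody, cAMP-d2; 30 min, room temperature) in freshly harvested TSHR cells. Compounds added before TSH at EC80 (4nM final), followed by 2 hours' incubation at 37 deg C.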
AT treatment = potential ataxia-telangiectasia treatments restoring KAP-1 phosphorylation | […] A-T fibroblasts, KAP-1 phosphorylation AlphaLISA; neocarzinostatin DNA damage 30 min before lysis | Potency, µM (doses to about 57.5 µM), inactives show at the highest dose activation, hits mostly activators | 320,000 compounds, 0.19% hits; further: potency means the concentration at half of the fitted maximal effect; % of control where 0% means no effect; nearly all actives have a fitted effect of over 45% in size
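ATM-like activity read as KAP-1 phosphorylation via AlphaLISA donor/acceptor antibody pairs after lysis and 6 hr at 25C. Cells were ATM-null patient fibroblasts ([…], hTERT), dosed 60 min, then exposed to the DSB inducer NCS for 30 min.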
TCR activator = activates T cell receptor signaling | 330,000 tested, under 10 active | primary human leukocytes, anti-CD3, IL-2 HTRF, 48 h | AID 504894 | Potency, µM (doses to about 9.22 µM), inactives show at the highest dose activation of IL-2 secretion, actives largely listed as activators; further: % of control where 0% means no effect
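IL-2 release read by HTRF sandwich (Eu cryptate donor, d2 acceptor, 665 nm emission) after 48 hr exposure of primary human leukocytes to compound together with anti-CD3 beads in the absence of co-stimulatory signals.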
The depositor's hits bear a star; ? = inconclusive; / = not tested or not shown; [ ] = remark or other dose. Unless noted, the call rests on the fitted dose curve; in most records, active means well fitted curve in the direction sought with a large enough effect; inconclusive means small, poorly fitted or top-dose-only effect, or another doubt; inactive means no such curve, though single readings can be large; an effect the other way counts as inactive or inconclusive.

structure	Giardia killer	MLL CXXC-DNA inh	GALK inh	BCR signal inh	KCNH2 WT inh	Coupling enz	Tb PFK block	TSHR antag	AT treatment	TCR activator
CC(=O)NS(=O)(=O)c1ccc(NC(=O)c2ccc(Cl)cc2[N+](=O)[O-])cc1	-18.1	-6.7%	-2.3%	1.8%	-4.3	1.4	1.2%	2.1	1.4%	1.6%
O=C(Nc1cccnc1)c1ccccc1O	5.5	-2.7%	1.1%	?	-14.0	0.5	3.7%	19.9	3.3%	-1.5%
CCOC(=O)c1cnc2nc(COc3ccccc3)[nH]n2c1=O	1.0	-2.2%	-0.6%	?	7.9	2.7	-1.2%	1.8	18.1%	5.5%
CCOC(=O)c1c(-c2ccccc2)csc1NC(=O)CSc1nnnn1C	-0.1	-4.8%	2.3%	?	7.3	-3.0	-2.5%	-43.5	-4.1%	2.8%
O=c1oc2cc(OCc3ccc(F)cc3F)ccc2cc1-c1ccccn1	11.2	12.4%	1.4%	6.4%	4.2	-2.3	-0.2%	-0.8	-0.5%	-2.0%
COc1ccc(-n2nnnc2SCC(=O)NCc2ccco2)cc1OC	-1.1	-2.7%	1.3%	-1.6%	-1.3	2.7	3.4%	12.8	-3.1%	-2.9%
C/C(=N\NC(=O)c1ccccn1)c1ccc(C(=O)O)s1	/	-13.1%	4.6%	?	/	-4.7	-5.1%	11.0	-2.7%	/
COC(=O)c1ccc2c(=O)n(CCN3CCOCC3)c(SCC(=O)Nc3ccc(C)cc3)nc2c1	4.9	13.7%	0.8%	-2.3%	7.5	/	1.3%	43.2	-1.5%	6.7%
Cc1sc(NC(=O)c2ccccc2)c(C(=O)N2CCN(C)CC2)c1C	-8.1	1.8%	-0.6%	?	1.9	-1.4	-1.6%	-3.2	-1.1%	6.2%
S=C(Nc1cccc(Br)c1)N1CCn2cccc2C1c1cccnc1 (stereo not given)	1.9	6.0%	-0.3%	28.4%	-0.1	-4.7	-10.9%	4.8	2.7%	-1.5%
COc1ccc(S(=O)(=O)N(C)c2ccc(C(=O)N3CCCC3)cc2)cc1	-1.5	-9.2%	-2.1%	2.9%	14.0	-0.7	0.7%	9.0	4.2%[11.5 µM]	7.5%
Cc1cc(-c2nc3ccccc3o2)c2ccccc2n1	-3.2	-1.8%	0.1%	0.9%	6.1	1.5	-0.8%	-11.9	-1.5%	-3.6%
CCOc1ccccc1C1C(C(N)=O)=C(C)Nc2nc(CCCO)nn21 (stereo not given)	-11.1	2.4%	1.9%	5.0%	-8.8	1.1	-8.1%	5.7	-2.8%	2.9%
COC(=O)c1[nH]c2ccccc2c1NC(=O)CCN1CCN(C2CCCCC2)CC1	/	-0.4%	-3.2%	-0.6%	/	-4.5	2.2%	-13.3	2.4%	/
COc1cc(/C(C)=N/NC(=O)c2nnn(-c3nonc3N)c2-c2cccs2)ccc1O	9.0	-1.4%	-4.3%	2.3%	-15.8	/	-1.6%	-2.9	-0.1%	-2.4%

(next part)
structure	Giardia killer	MLL CXXC-DNA inh	GALK inh	BCR signal inh	KCNH2 WT inh	Coupling enz	Tb PFK block	TSHR antag	AT treatment	TCR activator
COc1ccc(N2CCN(Cc3nc(-c4ccccc4)no3)CC2)cc1	2.2	-5.8%	2.1%	13.3%	-2.8	-1.0	23.9µM*	8.5	-1.7%	-7.4%
Cc1ccc(C(=O)CSc2nnc(-c3ccco3)n2Cc2ccccc2)cc1	-2.4	-2.2%	2.1%	4.2%	11.4	2.0	0.1%	-5.4	3.1%	-2.7%
CC(C)CN1CCC(=O)N(CCC#N)CC1	17.9	2.9%	/	-1.3%	7.9	-0.1	0.3%	-6.1	-1.8%	-1.1%
COc1cc(NC(=O)CCc2nnc3ccc(N4CCOCC4)nn23)cc(OC)c1OC	-2.9	-4.5%	4.2%	-2.1%	-5.9	-0.4	-2.1%	8.1	4.0%	4.0%
OCCC1CN(Cc2c(F)cccc2Cl)CCN1C1CCCCC1 (stereo not given)	0.4	15.3%	-1.2%	0.5%	8.7	0.5	-0.1%	8.4	1.1%	-4.0%
COc1ccc(-c2csc(-n3cccn3)n2)cc1	-9.2	10.9%	4.8%	?	-34.1	-2.8	-3.8%	0.8	-8.8%	1.0%
Cc1ccccc1OCCCC(=O)Nc1ccccc1C(F)(F)F	-11.6	-5.0%	5.7%	-17.7%	8.5	2.1	-0.6%	-5.1	6.2%	3.4%
O=C(N/N=C/c1ccc[nH]1)c1ccc(O)cc1	-3.2	9.9%	-1.1%	?	-7.8	-1.7	-4.0%	0.0	-1.5%	/
O=C(Nc1ccc(C(F)(F)F)cc1Cl)c1ccc(Cn2cc(Br)cn2)o1	-10.8	-2.5%	0.2%	/	-16.6	-1.8	/	/	/	6.5%
COc1ccc2c3c([nH]c2c1)C(C)N(CCC(=O)NN)CC3 (stereo not given)	0.1	15.0%	-1.9%	-2.9%	0.3	-1.4	1.4%	1.8	-5.6%	-3.6%
CCOC(=O)N1CCN(c2c(NCCc3ccc(OC)c(OC)c3)c(=O)c2=O)CC1	3.7	11.2%	1.4%	0.0%	-5.5	2.9	3.4%	0.6	-1.7%	-2.8%
COc1cc(OC)cc(C(=O)NC2CC3CCC(C2)N3Cc2ccco2)c1 (stereo not given)	?	-0.6%	8.3%	-3.5%	4.5	0.5	0.3%	0.1	15.0%	0.9%
CC1CCN(CCNC(=S)Nc2ccc(Cl)cc2)CC1	-7.3	7.6%	0.5%	8.7%	18.3	2.8	-2.9%	4.0	7.4%	4.4%
CCOC(=O)c1c(C)[nH]c(C)c1-c1ccccc1OC	-17.9	7.6%	-0.2%	-1.4%	-16.8	1.1	-1.2%	18.4	-3.3%	-6.7%
O=C(NC1CCC1)C1CCC(=O)N(Cc2cccc(F)c2)C1 (stereo not given)	1.7	-5.2%	-1.6%	0.1%	-40.0	/	0.1%	22.1	9.1%	1.3%

Part of the list above, showing only MLL CXXC-DNA inh, AT treatment and Tb PFK block:
mol | MLL CXXC-DNA inh | AT treatment | Tb PFK block
COc1ccc2c3c([nH]c2c1)C(C)N(CCC(=O)NN)CC3 (stereo not given) | 15.0% | -5.6% | 1.4%
O=C(NC1CCC1)C1CCC(=O)N(Cc2cccc(F)c2)C1 (stereo not given) | -5.2% | 9.1% | 0.1%

Following part
structure	Giardia killer	MLL CXXC-DNA inh	GALK inh	BCR signal inh	KCNH2 WT inh	Coupling enz	Tb PFK block	TSHR antag	AT treatment	TCR activator
CC(C)CN1C(=O)/C(=C/c2cccs2)NC1=S	-10.5	4.8%	-2.0%	1.6%	-12.0	0.5	-2.4%	21.5	-5.8%	7.1%[46.1 µM]
CCOC(=O)/C=C1\CN(Cc2cc(OC)c(OC)c(OC)c2)S(=O)(=O)c2ccccc21	2.1	0.6%	/	-0.8%	-9.1	-0.3	-1.2%	-17.8	1.7%	0.2%
Cc1noc(C)c1COC(=O)CN(C)S(=O)(=O)c1ccc(Cl)cc1	1.6	-3.2%	-5.9%	7.9%	-2.0	6.0	13.2%	-0.8	9.1%	0.5%
CC(=O)OC[C@H]1O[C@@H](O/N=C(\C)CCN2CCCCc3nc(C)c(C)cc32)[C@H](OC(C)=O)[C@@H](OC(C)=O)[C@@H]1OC(C)=O	/	2.1%	/	-5.0%	/	-0.4	6.1%	-0.8	16.9%	/
CCCCn1c(N)c(N(C)C(=O)c2cccc(-n3cnnn3)c2)c(=O)[nH]c1=O	1.3	/	/	1.5%	-0.3	/	-1.6%	/	7.7%	-2.7%
COc1cc(CN2CCN(Cc3ccc([N+](=O)[O-])cc3)CC2)c([N+](=O)[O-])cc1OC	9.2	-3.4%	-0.6%	-3.5%	20.5	-2.2	-5.0%	4.0	2.5%	12.7%
Cc1ccc(NC(=O)CCc2ccc(C)o2)c(C)c1	?	4.8%	4.6%	0.1%	5.1	/	-16.5%	24.8	7.2%	-4.2%
CCCCNS(=O)(=O)c1ccc2nc(SCC(=O)Nc3ccccc3)[nH]c2c1	-8.6	-2.6%	0.0%	-5.2%	2.3	-1.7	-2.5%	10.2	1.2%	0.5%[46.1 µM]
COCCNC(=O)c1onc(CSc2ccccc2)c1C(=O)NCCOC	-0.7	/	/	5.8%	3.5	/	-6.7%	-1.2	-4.1%	3.6%
O=C(O)c1cc2c(ccc3ccccc32)[nH]1	-6.7	5.5%	-1.9%	?	-9.9	1.6	24.9%	-1.4	1.9%	-1.1%
CSCCCNC(=S)N1CCN(S(=O)(=O)c2cccc(C(F)(F)F)c2)CC1	26.4	1.3%	0.7%	5.1%	-5.5	-1.0	-0.1%	5.9	-3.1%	-3.7%[46.1 µM]

Compound activity from PubChem BioAssay.

An unsorted share of the library. About 1.6% of those tested had a hit in this group.
